From PubChem
IMPase inh = cell-permeable inhibitors of inositol monophosphatase (IMPase); P97697; CHO-M1 cells, IP1 accumulation, HTRF TR-FRET ratio; inhibition (IP1 accumulation), % at 46.1 µM; 120,000 tested, under 10 active; active means well fitted curve in the direction sought with a large enough effect in the signal ratio, not every such curve was filed as active; inconclusive means small, poorly fitted or top-dose-only effect, or a change in a side signal; inactive means no such curve, though single readings can be large or run the other way; the % refers to the signal ratio;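 further: cells stimulated with carbachol in lithium chloride buffer; plate controls were DMSO basal wells for no effect and reference inhibitor wells for full effect; higher means more IMPase inhibition seen as more IP1 and lower FRET ratio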
Target sequence (P97697 whole entry, looked up): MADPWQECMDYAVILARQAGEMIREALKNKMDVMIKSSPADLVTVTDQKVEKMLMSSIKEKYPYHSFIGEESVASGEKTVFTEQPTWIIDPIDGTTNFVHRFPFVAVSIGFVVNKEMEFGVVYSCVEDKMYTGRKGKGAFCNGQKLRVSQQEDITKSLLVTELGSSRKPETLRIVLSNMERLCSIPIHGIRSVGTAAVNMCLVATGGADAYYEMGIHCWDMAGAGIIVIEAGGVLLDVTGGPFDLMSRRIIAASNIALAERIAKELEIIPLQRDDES
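In this qHTS, compounds (final up to 46 uM) act on CHO-M1 cells that are then activated through the M1 receptor with carbachol, in pH 7.4 buffer containing 50 mM LiCl, for 30 min. IP1 accumulation is quantified by the IP-One immunoassay.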
ALOX12 inhib = 12-hLO (ALOX12) enzyme inhibition | Potency, µM (highest dose often 57.1 µM), without a hit: at the highest dose activity change, negative = inhibition, usual class: inhibitors | P18054 | 150,000 tested, 0.12% active | purified 12-hLO, xylenol orange hydroperoxide absorbance | AID 1452; further: potency means the concentration at half of the fitted maximal effect; nearly all actives have a fitted effect of over 55% in size; many of its hits are not listed in these tables
Target sequence (P18054 whole entry, looked up): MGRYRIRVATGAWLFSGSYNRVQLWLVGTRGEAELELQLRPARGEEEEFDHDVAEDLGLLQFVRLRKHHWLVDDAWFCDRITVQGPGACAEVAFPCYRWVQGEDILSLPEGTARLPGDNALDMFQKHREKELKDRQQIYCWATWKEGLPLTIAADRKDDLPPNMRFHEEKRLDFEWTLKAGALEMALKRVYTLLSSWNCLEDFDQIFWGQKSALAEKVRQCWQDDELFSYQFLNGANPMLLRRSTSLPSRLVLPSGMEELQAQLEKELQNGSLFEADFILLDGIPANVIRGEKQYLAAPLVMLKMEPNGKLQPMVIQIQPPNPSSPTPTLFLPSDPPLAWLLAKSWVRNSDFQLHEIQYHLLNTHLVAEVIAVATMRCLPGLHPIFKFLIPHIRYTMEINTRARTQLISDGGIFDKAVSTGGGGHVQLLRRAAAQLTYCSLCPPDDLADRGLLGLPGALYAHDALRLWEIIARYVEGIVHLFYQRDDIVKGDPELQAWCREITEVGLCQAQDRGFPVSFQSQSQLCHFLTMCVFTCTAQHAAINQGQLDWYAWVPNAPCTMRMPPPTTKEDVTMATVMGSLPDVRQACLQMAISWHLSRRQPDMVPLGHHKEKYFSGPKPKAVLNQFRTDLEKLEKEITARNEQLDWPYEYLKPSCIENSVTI
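Purified human 12hLO (150 nM), preincubated 15 min with compound, then 40 uM arachidonic acid for 30 min, room temperature, Hepes pH 7.0 with 0.01% Triton X-100. Hydroperoxide detected by ferrous iron/xylenol orange; 573/405 nm absorbance ratio gives reaction progress.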
PNC inhibitor = blocks assembly of the perinucleolar compartment | 140,000 tested, 3.1% active | activity change (PNC), negative = inhibition, % at 10 µM | PC3M PTB-GFP, PNC prevalence imaging, 16 h; stronger effect = lower value | AID 2417;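 active means readout at or below -70, meaning at least 70% loss of cells showing the perinucleolar compartment, a nuclear body marking cancer cells; inconclusive means readout between -30 and a set limit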;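 further: plate controls were DMSO wells for no effect and camptothecin positive control wells for full effect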
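PC3M cells stably expressing PTB-GFP, 750–1000 cells/well, treated 16 h at 37 °C with compound (23 nl of library stock), in duplicate. After paraformaldehyde fixation and Hoechst stain, imaged at 20x; PNC prevalence scored by image analysis.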
ALOX15B inhib = inhibitors of human 15-lipoxygenase 2 (ALOX15B); AID 881; O15296; purified 15hLO-2, xylenol orange hydroperoxide absorbance; Potency, µM (doses to about 57.1 µM), for the others: top-dose activity change, negative = inhibition, usual class: inhibitors; 110,000 tested, 0.56% active; further: potency means the concentration at half of the fitted maximal effect; nearly all actives have a fitted effect of over 60% in size; many of its hits are not listed in these tables
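Purified human 15hLO-2 (50 nM final) preincubated with compounds 15 min at room temperature in 25 mM Hepes pH 7.5, 0.01% Triton X-100, then 45 uM arachidonic acid added for 90 min; hydroperoxide detected via ferrous/xylenol orange, 573/405 nm absorbance ratio.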
Numbers without * were called inactive; ? = inconclusive; . = not tested or not shown; [ ] = remark or other dose. Unless noted, the call rests on the fitted dose curve; in most records, active means well fitted curve in the direction sought with a large enough effect; inconclusive means small, poorly fitted or top-dose-only effect, or another doubt; inactive means no such curve, though single readings can be large; an effect the other way counts as inactive or inconclusive. Unless noted, on the % scale 0 is the no-effect control and ±100 the full control effect.

IMPase inh,ALOX12 inhib,PNC inhibitor,ALOX15B inhib,Structure
9,-4%,3,8%,Cc1ccc(CN2CCN(CC(=O)NC(C)c3ccc4c(c3)OCCO4)C2=O)cc1 (stereo unspecified)
6,5%,13,10%,CCN(CC)S(=O)(=O)c1ccc2oc(C(=O)NCCCN3CCOCC3)c(C)c2c1
-7,-3%,.,3%,CCCCCCCCCC(=O)O[C@H](CC(=O)O)C[N+](C)(C)C
1,-2%,?,5%,Cc1onc(-c2ccccc2)c1C(=O)Nc1ccccc1C#N
13,-8%,?,?,Cc1cc(/C=N/n2cnnc2)c(C)n1-c1ccc(OCc2ccccc2F)cc1
.,-3%,-17,.,CCCCn1c(N)c(NCCC)c(=O)[nH]c1=O
11,16%,?,.,c1ccc2c(N3CCOCC3)nc(-c3ccncc3)nc2c1
-7,10%,-20,.,Cc1nnc(NC(=O)CSc2nnc(C)n2Cc2ccccc2)s1
.,-4%,35,.,CCc1ccc(Nc2nnc(SCC(=O)Nc3sccc3C(N)=O)s2)cc1
1,4%,?,.,COC(=O)c1ccc(C(=O)OC)c(NC(=S)N2CCN(c3cc(Cl)ccc3C)CC2)c1
5,-6%,-18,6%,COc1ccc(NC(=O)CN(c2cc(C)cc(C)c2)S(=O)(=O)c2c(C)n[nH]c2C)cc1
-5,11%,-5,18%,O=C(OCc1ccc(Cl)cc1Cl)c1ccncc1
-5,-1%,?,-13%,O=S(=O)(Nc1ncnc2sc3c(c12)CCC3)c1ccc(Cl)s1
-2,-8%,0,-12%,O=C(C1CC1)n1cc(C(=S)N2CCOCC2)c2ccccc21
.,-2%,?,.,Cc1ccc(OCC(=O)NNc2c3ccccc3nc3ccccc23)cc1
-3,-2%,?,-2%,COc1ccccc1NC(=O)C(C)NS(=O)(=O)c1ccc(Cl)cc1 (stereo unspecified)
-2,-2%,-1,-14%,CSCCC(C(=O)OCC(=O)c1ccc(C)c(C)c1)N1C(=O)c2cc(Cl)c(Cl)cc2C1=O (stereo unspecified)
.,-3%,35,.,Cc1cc(=O)oc2cc(OC(=O)CCCCCN3C(=O)c4ccccc4C3=O)ccc12
16,-2%,25,7%,O=C(C1CC(c2ccc(F)cc2)=NO1)N1CCN(c2ccccc2)CC1 (stereo unspecified)
14,-3%,-7,.,Cc1ccc(-n2nnc3c(SCC(=O)NCc4ccco4)ncnc32)cc1
-5,0%,-15,-5%,Fc1ccc(-n2c(-c3ccco3)nc3nc4ccccc4nc32)cc1
-4,-6%,28,-2%,CCCCCCOc1ccc(N2C(=O)CC(NCCc3ccc(S(N)(=O)=O)cc3)C2=O)cc1 (stereo unspecified)
-3,0%,7,2%,Cc1cc(C)c(C#N)c(SCc2ccc3c(c2)OCO3)n1
-5[1.84 µM],0%,-7,7%[11.4 µM],COC(=O)Nc1nnc(Cc2ccccc2)s1
0,6%,12,.,CCCOc1ccc(C(O)(CCC)CCN2CCCCC2)cc1 (stereo unspecified)

Molecules shown so far that contain a cyano group, in the order listed:
IMPase inh,ALOX12 inhib,PNC inhibitor,ALOX15B inhib,Structure
1,-2%,?,5%,Cc1onc(-c2ccccc2)c1C(=O)Nc1ccccc1C#N
-3,0%,7,2%,Cc1cc(C)c(C#N)c(SCc2ccc3c(c2)OCO3)n1

The results go on.
IMPase inh,ALOX12 inhib,PNC inhibitor,ALOX15B inhib,Structure
-3,-2%,13,-1%,CCCSc1nc(C)c(C(C)=O)cc1C#N
-3,-5%,.,6%,C[N+](C)(C)CCOC(=O)CCC(=O)OCC[N+](C)(C)C
4,-9%,41,1%,Cc1csc(NC(=O)CSc2nnc(-c3ccc(Cl)cc3)n2N)n1
-7,-20%,2,?,CCOC(=O)c1c(-c2ccco2)csc1N
-15,1%,?,5%,CCOc1ccc2nc(N3CCC(C(=O)N4CCN(c5ccccn5)CC4)CC3)sc2c1
.,-4%,?,.,COc1cc(CN2CCN(c3ccccc3F)CC2)c([N+](=O)[O-])cc1OC
3,0%,66,-1%,COC(=O)c1ccc(C(C(=O)NC2CCCCC2)N(C(=O)Cc2cccs2)C2CC2)cc1 (stereo unspecified)
17,-7%,21,19%,Cc1ccc(OCCn2c(NC(=O)c3ccco3)nc3ccccc32)cc1
-1,-2%,?,-17%,CNc1nnc(-c2cc3cc(Cl)ccc3oc2=O)s1
1,-3%,-27,.,O=C(Nc1ccc(Cl)c(Cl)c1)Nc1cc(C(=O)NC2CC2)ccc1Cl
-7,0%,32,15%,Cc1cccc(C(=O)NNC(=O)C(=O)NC(C)(C)C)c1
-2,-4%,?,.,O=C(O)c1c2c(nc3ccc(F)cc13)CCC2
-4,-3%,51,-6%,Cc1ccc2nc(C(=O)O)c(C(=O)O)nc2c1
-1,-8%,-4,6%,COc1cc2nc(-c3ccccc3)nc(N3CCCC3)c2cc1OC
5,-6%,?,6%,CC(C)(C)c1cccc(OCCCSc2ncccn2)c1
.,-1%,102,.,COc1ccc(/C=C/C(=O)c2oc3ccc(F)cc3c2C)cc1
-1,4%,-20,-2%,CCCn1c(O)c2ccc(C(=O)N=NC(=O)c3cccnc3)cc2c1O
5,-11%,66,2%,CC(C(=O)Nc1cccc([N+](=O)[O-])c1)n1nnc2ccccc21 (stereo unspecified)
?,3%,17,-2%,CCCCCOc1ccc(C2NC(=O)NC2=O)cc1 (stereo unspecified)
1,-9%,21,6%[2.29 µM],C=CCOc1ccc(C2C(C(=O)c3ccco3)=C(O)C(=O)N2Cc2cccnc2)cc1 (stereo unspecified)
.,-10%,-19,.,O=C(NCc1cccs1)c1nc2c(nnn2Cc2ccccc2Cl)c(=O)[nH]1
-23,-3%,?,.,Cc1ccc(S(=O)(=O)NC(C(=O)Oc2cc3oc(=O)cc(C)c3cc2Cl)C(C)C)cc1 (stereo unspecified)
8,-6%,19,-4%,CN(Cc1ccccc1)S(=O)(=O)c1ccc(NS(=O)(=O)Cc2ccccc2)cc1
-7,0%,?,2%,Cc1cc(N2CCN(C(=O)c3ccco3)CC2)n2nc(C)c(-c3ccccc3)c2n1
4,6%,-6,4%,COCCNS(=O)(=O)c1ccccc1

Ordered by value in PNC inhibitor (largest number first): some entries from above
IMPase inh,ALOX12 inhib,PNC inhibitor,ALOX15B inhib,Structure
3,0%,66,-1%,COC(=O)c1ccc(C(C(=O)NC2CCCCC2)N(C(=O)Cc2cccs2)C2CC2)cc1 (stereo unspecified)
-2,-2%,-1,-14%,CSCCC(C(=O)OCC(=O)c1ccc(C)c(C)c1)N1C(=O)c2cc(Cl)c(Cl)cc2C1=O (stereo unspecified)
1,-3%,-27,.,O=C(Nc1ccc(Cl)c(Cl)c1)Nc1cc(C(=O)NC2CC2)ccc1Cl

The list continues.
IMPase inh,ALOX12 inhib,PNC inhibitor,ALOX15B inhib,Structure
.,0%,4,.,COc1cc(NC(=O)CCNS(=O)(=O)c2ccc3c(c2)CCC(=O)N3)cc(OC)c1
9,-8%,50,-6%,C#CCN(N(C)c1ncc(C(F)(F)F)cc1Cl)S(=O)(=O)c1ccc2ccccc2c1
-3,-1%,1,20%,Cc1ccccc1Cn1c(=N)n(CC(O)c2ccco2)c2ccccc21 (stereo unspecified)
.,-2%,53,.,Cn1c(CCCOc2ccc(Cl)cc2Cl)nnc1SCC(=O)Nc1ccc(F)c(Cl)c1
-12,0%,-17,1%,CC(C)(C)C1(c2ccccc2)NC(=O)N(CC(=O)N2CCOCC2)C1=O (stereo unspecified)
3,?,-27,.,Nc1c(C(=O)c2ccccc2)sc2snc(SCC(=O)c3ccccc3)c12
.,-5%,-18,.,O=C(COC(=O)c1ccc(Sc2ccccc2)c([N+](=O)[O-])c1)NC1CCS(=O)(=O)C1 (stereo unspecified)
.,-4%,-23,.,COc1cc2cccc(OC)c(=O)c2c(O)c1OC
-3,-12%,-1,29%,Nc1nc(Nc2cccc(F)c2)nc2ccccc12
5,0%,-2,-7%,CC1(C)CC(=O)C=C(NCc2ccc(Cl)c(Cl)c2)C1
-3,-3%,-14,-2%,Cc1cc(C)nc(/N=C(\N)C2=C(O)CC(C)(C)CC2=O)n1
-3,-3%,?,.,Cc1cccc(C)c1NC(=S)N(c1ccccc1)C(C)C
10,-5%,19,6%,CCOc1ccccc1NC(=O)CN(C)S(=O)(=O)c1ccc(OC)c(C)c1
3,-4%,-28,20%,c1ccc(-n2c(SCC3CCCCO3)nnc2-c2cnccn2)cc1 (stereo unspecified)
1,2%,61,-6%,O=C(O)c1ccc2c(c1)C(=O)N(C(Cc1ccc(O)cc1)C(=O)O)C2=O (stereo unspecified)
8,19%,-87*,24%,Cc1cc(=O)oc2cc(OCC(=O)NCCc3nc4ccccc4[nH]3)ccc12
-4[0.0738 µM],5%,-9,.,CC(C)(C)N(C(=O)Cn1nnc(-c2ccc(F)cc2)n1)C(C(=O)NC1CCCC1)c1ccncc1 (stereo unspecified)
-8,8%,-22,-17%,Cc1ccc(C)c(OCC(=O)Nc2cccc(C(=O)O)c2)c1C
1,4%,-21,-5%,CCOC(=O)CSc1nnc(CNC(=O)c2ccc(OC)c(OC)c2)n1C
-10,1%,32,-2%,Cc1cc(-c2ccccc2N)n[nH]1
4,-8%,40,4%,O=c1cc(CSc2ccccn2)[nH]c(=O)[nH]1
6,-15%,3,-5%,O=C1N(Nc2ccccc2)C(c2ccc(Br)cc2)C12CCCC2 (stereo unspecified)
2,8%,35,8%,COC(=O)c1[nH]c2cc(OC)ccc2c1NC(=O)CCN1CCN(c2ccccc2)CC1
2,3%,55,-3%,COC(=O)c1cn(Nc2ncc(C(F)(F)F)cc2Cl)c(=O)c2ccccc12
-7,-4%,.,12%,CC(C)c1ccc2c(c1)CC[C@@H]1[C@@](C)(CN)CCC[C@]21C
2,3%,4,0%,CCOc1ncccc1C(=O)Oc1ccc2c(c1)OCO2
?,-5%,28,0%,COCCCNc1ccnc2c(Cl)cccc12
.,-2%,.,-3%,CNc1ncncc1-c1ccc(C(=O)N(C)C)cc1
4,6%,63,11%,O=C(CN1CCOCC1)c1c[nH]c2ccccc12
-13,-8%,17,2%,CC(=O)N1CC=C2C(C#N)=C(N)C(C#N)(C#N)C(CCc3ccccc3)C2C1 (stereo unspecified)
.,-6%,.,-11%,CC(C)=CCc1c(O)cc2occ(-c3ccc4c(c3)OCO4)c(=O)c2c1O
4,-4%,46,-4%,COc1ccc(-n2nnnc2SCC(=O)Nc2ccccc2)cc1
-6,-11%,-17,.,CNC(=S)SCCOc1ccccc1C
.,-1%,.,1%,FC(F)(F)c1ccc(CN2C[C@@H]3C(c4ccc(Cl)nc4)C4(c5ccccc5)CC3(C4)[C@H]2c2ccccc2)cc1 (stereo partly specified)
-4,-22%,17,-20%,CCn1c(SC)nc(O)c(C(c2ccc(OC)c(O)c2)c2c(O)nc(SC)n(CC)c2=O)c1=O
-5,5%,63,3%,CC(C)(C)NC(=O)CN(Cc1cccs1)C(=O)CCC(=O)Nc1nccs1
4,-3%,?,7%,O=C(CCSc1nc(-c2ccco2)cc(C(F)(F)F)n1)N1CCN(c2ccccn2)CC1
-8,4%,-109*,29%,CC(NC(=O)NC(N)=O)(C(F)(F)F)C(F)(F)F
.,1%,.,-1%,Cc1nc(NCCO)c2nc(-c3ccccc3)n(CCCN(C)C)c2n1
.,0%,-12,.,Cc1scc(C(=O)NNC(=S)NCC2CCCO2)c1-c1ccccc1 (stereo unspecified)
0,2%,13,?,CC(=O)Nc1sc2c(c1C(N)=O)CCCC2
5,7%,-119*,.,O=C(Nc1ccccc1C(=O)N1CCCC1)c1ccccc1
-2,-6%,-29,-6%,CSCCC(NC(=O)C1CCC(C)CC1)C(=O)NCc1ccco1 (stereo unspecified)
3,-5%,11,8%,CN(C)C(=O)CNC(=O)C1CCCCC1
0,-2%,206,.,Cc1ccc2cc(CN(Cc3ccco3)C(=O)NC3CCCCC3)c(=O)[nH]c2c1C
10,0%,-29,15%,CCOC(=O)c1cnc(SCc2nc(N)nc(Nc3ccc(OC)cc3)n2)nc1N
